RXFP1 ag – qHTS Assay for Agonists of the Relaxin Receptor RXFP1 | HEK293T-RXFP1 cAMP TR-FRET, 30 min; response scale: percent of porcine relaxin response, buffer zero | Potency, µM (titrated, usually from 57.5 µM), for the others: at the highest dose activation, usual class: activators | hit rate 0.3% among 370,000 | AID 2676, 2010; note: potency is the fitted concentration of half-maximal effect; % is set by controls: 0 for no effect and ±100 for the full control effect; nearly all actives have a fitted effect of over 60% in size; many of its hits are not listed in these tables
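HEK293T cells stably expressing RXFP1 were pretreated with the PDE4 inhibitor Ro 20174, exposed to compounds for 30 min at 37C, lysed, and cAMP was read by TR-FRET. Data normalized to buffer (basal) and 29 nM porcine relaxin (100%).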
TrxR1 substrate – qHTS Assay for Substrates of Mammalian Selenoprotein Thioredoxin Reductase 1 (TrxR1): qHTS; Thioredoxin reductase 1, cytoplasmic (Rattus norvegicus), O89049; purified TrxR1 substrate turnover, NADPH consumption readout; Potency, µM (doses to about 114 µM), for the others: at the highest dose activity change, negative = substrate turnover; hit rate 0.01% among 390,000; AID 588456, 2011; note: potency is the fitted concentration of half-maximal effect; % is set by controls: 0 for no effect and ±100 for the full control effect; nearly all actives have a fitted effect of over 50% in size
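Rat TrxR1, dispensed at 90 nM, was prereduced with 400 uM NADPH (final) for 5 min at ~22 deg C, then incubated with compound 15 min before 400 uM selenite. A first-read NADPH fluorescence drop versus no-compound background flagged substrates.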
Vif-A3G inh – qHTS for Inhibitors of Vif-A3G Interactions: qHTS; HeLa A3G-eYFP + Vif (tagged APOBEC3G with the HIV-1 protein that degrades it), YFP fluorescence, overnight; AID 602310, 2012; hit rate 0.076% among 410,000; Potency, µM (top dose mostly 46.1 µM), for inactives: at the top dose activity, negative = active, usual class: inhibitors;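 note: potency is the fitted concentration of half-maximal effect; % is set by controls: 0 for no effect and ±100 for the full control effect; nearly all actives have a fitted effect of over 60% in size; hits raise eYFP signal because A3G escapes Vif-driven loss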
Target sequence (Q9HC16 whole entry, looked up): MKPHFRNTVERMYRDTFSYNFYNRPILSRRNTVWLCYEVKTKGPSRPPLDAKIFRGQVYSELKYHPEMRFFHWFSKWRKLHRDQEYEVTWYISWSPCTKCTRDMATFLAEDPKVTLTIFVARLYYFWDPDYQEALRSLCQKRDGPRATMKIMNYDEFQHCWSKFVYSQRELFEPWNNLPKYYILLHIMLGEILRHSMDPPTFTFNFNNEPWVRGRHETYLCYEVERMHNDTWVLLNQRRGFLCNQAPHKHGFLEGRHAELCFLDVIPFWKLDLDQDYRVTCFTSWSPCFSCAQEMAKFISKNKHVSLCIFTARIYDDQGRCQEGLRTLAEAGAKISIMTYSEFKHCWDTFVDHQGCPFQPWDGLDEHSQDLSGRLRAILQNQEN
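HeLa cells stably expressing Vif and C-terminally eYFP-tagged A3G, seeded overnight at 37 deg C, then exposed to compound by pintool overnight at 37 deg C. Rise in yellow fluorescence (Ex 488/Em 500-530, Acumen) marks blocked Vif-driven A3G degradation.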
IDH1 R132H inh – qHTS for Inhibitors of mutant isocitrate dehydrogenase 1 (IDH1): qHTS. Isocitrate dehydrogenase [NADP] cytoplasmic (Homo sapiens), O75874. hit rate 0.093% among 390,000. AID 602179, 2012. IDH1-R132H enzyme, NADPH consumption, diaphorase/resazurin fluorescence. Potency, µM (top dose mostly 76.6 µM), for inactives: top-dose activity change, negative = inhibition, most hits filed as inhibitors; note: potency is the fitted concentration of half-maximal effect; % is set by controls: 0 for no effect and ±100 for the full control effect; nearly all actives have a fitted effect of over 65% in size
Target sequence (O75874 whole entry R132H, stated change not applied): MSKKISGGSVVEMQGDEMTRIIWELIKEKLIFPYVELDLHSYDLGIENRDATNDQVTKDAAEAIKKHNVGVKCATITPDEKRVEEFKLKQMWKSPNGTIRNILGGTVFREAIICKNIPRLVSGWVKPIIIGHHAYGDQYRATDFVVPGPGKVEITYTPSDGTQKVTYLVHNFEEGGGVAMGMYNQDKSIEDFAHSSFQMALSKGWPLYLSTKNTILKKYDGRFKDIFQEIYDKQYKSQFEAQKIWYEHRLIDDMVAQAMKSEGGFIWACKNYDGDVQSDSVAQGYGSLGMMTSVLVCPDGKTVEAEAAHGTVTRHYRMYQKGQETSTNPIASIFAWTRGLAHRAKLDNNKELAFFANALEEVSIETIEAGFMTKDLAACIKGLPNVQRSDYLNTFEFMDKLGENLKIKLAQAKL
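IDH1-R132H (0.5 ug/mL) preincubated 30 min with compound, then NADPH (0.016 mM) and alpha-KG (2 mM) added; 80 min at RT, pH 7.5. Remaining NADPH coupled via diaphorase/resazurin to fluorescence (540/590 nm); concentration-response curves normalized to no-enzyme control.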
PI4K2A inh – qHTS for small molecular inhibitors of PI4K2A. purified PI4K2A, ADP-Glo luminescence, 1 h; stronger effect = lower value. activity change, negative = inhibition, % at 76.9 µM. AID 1346378, 2018. hit rate 0.13% among 420,000; in the data active = activity change below about -50%; inconclusive = mostly about -30% to -49%;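 note: -100% = wells without enzyme as full effect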
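PI4K2A activity was measured by ADP-Glo luminescence: enzyme (4 ug/mL stock) and phosphatidylinositol (1.2 mM stock) in Tris pH 7.5/MgCl2/EGTA/Triton X-100 buffer were reacted with ATP (300 microM stock) for one hour at ambient temperature.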
Glioma ERSR ind – qHTS for Inducers of the Endoplasmic Reticulum Stress Response (ERSR) in Human Glioma: qHTS; U87-MG GRP78 promoter luciferase reporter, 16 h; Potency, µM, for the others: at the highest dose activation, hits mostly activators; hit rate 0.02% among 420,000; AID 602332, 2012; note: potency is the fitted concentration of half-maximal effect; series mostly up to about 76 µM; % of control where 0% means no effect; nearly all actives have a fitted effect of over 35% in size
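Stably transfected U87-MG human glioma cells carrying a GRP78-based luminescent sensor were seeded at 1000 cells/well, pin-dosed with compounds and incubated 16 h. Luciferase reagent was then added, and end-point luminescence was read after 10 min at room temperature.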
Vif-A3F inh – qHTS for Inhibitors of Vif-A3F Interactions: qHTS; HeLa A3F-eYFP + Vif (tagged APOBEC3F with the HIV-1 protein that degrades it), YFP fluorescence increase; Potency, µM (titrated, usually from 46.1 µM), for the others: at the highest dose activity, negative = active; hit rate 0.2% among 390,000; AID 602313, 2012; note: potency is the fitted concentration of half-maximal effect; % of control where 0% means no effect; nearly all actives have a fitted effect of over 65% in size
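HeLa cells stably expressing A3F-eYFP plus Vif, plated and incubated overnight at 37 deg C, then exposed to compounds overnight at 37 deg C. Blocked degradation read as raised yellow fluorescence (Ex 488/Em 500-530).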
LDHA inh – qHTS assay for inhibitors of human lactate dehydrogenase | L-lactate dehydrogenase A chain (Homo sapiens), P00338 | purified LDHA, NADH/diaphorase-resazurin fluorescence; stronger effect = lower value | activity change, % (values are at about 110 or 230 µM) | hit rate 0.15% among 480,000 | AID 1347041, 2019; in the data active = activity change below about -30%; inconclusive = mostly about -25% to -30%;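 note: plate controls were DMSO wells for no effect and wells without enzyme for full effect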
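Enzyme activity of human lactate dehydrogenase 5 (2 nM; 0.06 mM NADH, 0.2 mM pyruvate, 5 min, RT) is measured via a resazurin/diaphorase fluorescence readout of residual NADH.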
USP1-UAF1 inh – Inhibitors of USP1/UAF1: Primary Screen; Ubiquitin carboxyl-terminal hydrolase 1 (Homo sapiens), O94782; recombinant USP1/UAF1, Ub-Rhodamine cleavage fluorescence; Potency, µM (top dose mostly 57.1 µM), for the others: at the highest dose activity change, negative = inhibition, usual class: inhibitors; hit rate 0.23% among 390,000; AID 743255, 2014; note: potency is the fitted concentration of half-maximal effect; % is set by controls: 0 for no effect and ±100 for the full control effect; nearly all actives have a fitted effect of over 60% in size; inactives centre near -12
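1 nM enzyme complex + cpd, 15 min RT; start with Ub-Rho 150nM final; kinetic fluorescence ex 480/em 540, 6 reads q60 s. Buffer 50mM HEPES pH 7.8, 0.5mM EDTA, 0.1 mg/ml BSA, 1mM TCEP, 0.01% Tween-20.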
The depositor's hits bear a star; ? = inconclusive; . = not tested or not shown; [ ] = another dose, or the depositor's remark. Unless noted, calls come from the whole dose curve; as a rule, active = well fitted curve in the direction sought with a large enough effect; inconclusive = small, poorly fitted or top-dose-only effect, or another doubt; inactive = no such curve, though single readings can be large; an effect the other way counts as inactive or inconclusive. This is a subset; the hit share may differ from the screen's.

SMILES	RXFP1 ag	TrxR1 substrate	Vif-A3G inh	IDH1 R132H inh	PI4K2A inh	Glioma ERSR ind	Vif-A3F inh	LDHA inh	USP1-UAF1 inh
CC1CCN(c2ccc(-c3ccc(NC(=O)C(F)(F)F)cc3)nn2)CC1	3.5%	2.6%	0.8%	-0.4%	-3.8	-14.2%	1.4%	-4.3	-28.3%
Cc1ccc(OCCC(=O)OCC(=O)Nc2cc(S(=O)(=O)N(C)C)ccc2C)cc1	1.0%	-5.1%	-4.4%	13.7%	0.2	-0.7%	11.6%	-1.5	-12.4%
C=CCNC(=O)CSc1nc2sccc2c(=O)n1-c1ccccc1	0.9%	4.1%[0.457 µM]	-0.8%	-1.7%	-6.7	-2.4%	0.9%	-5.1	1.6%
COC(=O)c1c(NC(=O)c2ccccc2[N+](=O)[O-])sc2c1CC(C)(C)NC2(C)C	0.6%	-9.9%	2.8%	-0.9%	-0.5	-6.4%	-1.2%	-1.8	-8.3%
O=[N+]([O-])c1ccc(NC(=S)N2CCc3ccccc32)cc1	-0.1%	-9.6%	2.8%	21.7%	5.0	6.3%	?	-5.0	-14.2%
O=C(Nc1cccc(C(F)(F)F)c1)Nc1ccon1	-1.2%	-16.0%	3.8%	-0.3%	-1.3	-0.3%	-6.5%	-11.3	-12.5%
Cc1ccc(S(=O)(=O)c2cc3c(=O)n4ccccc4nc3n(Cc3ccco3)c2=N)cc1C	0.1%	16.6%	0.3%	0.0%	-2.4	0.9%	?	-5.9	19.8%
CCN1CCCC1CNC(=O)Cn1cnc2ccc(S(=O)(=O)N3CCC(C)CC3)cc2c1=O (configuration not stated)	5.4%	4.8%	0.5%	3.8%	6.9	-3.1%	4.9%	-3.8	-8.4%
CCOC(=O)N(C)C[C@H]1OCc2cnnn2CCCC(=O)N([C@@H](C)CO)C[C@@H]1C	.	.	0.8%	-1.4%	-1.4	-3.2%	-5.4%	0.2	-15.3%
CN(C)S(=O)(=O)c1ccc(NC(=O)c2ccncc2)cc1	0.9%	-2.8%[57.1 µM]	-0.3%	-10.1%	-3.5	0.5%	3.4%	-12.7	-19.4%
CC1CC(C)CN(C(=O)COC(=O)C2CCN(S(=O)(=O)c3ccc4c(c3)OCCO4)CC2)C1 (configuration not stated)	0.4%	-6.0%	-5.5%	-1.3%	0.7	-3.5%	3.5%	-0.6	-3.1%
Nc1c(C(=O)O)sc2nc3c(cc12)CCCC3	0.9%	-1.4%	2.9%	-2.5%	1.0	3.5%	1.5%	0.2	-21.1%
Nc1nnc(SCC(=O)Nc2sc3c(c2C(=O)c2ccccc2)CCCC3)s1	1.3%	-5.9%	0.0%	?	1.1	-4.0%	0.6%	-0.6	-14.2%
COC(=O)c1ccccc1NC(=O)CN(Cc1ccccc1)S(C)(=O)=O	-0.1%	1.6%[57.1 µM]	-0.4%	-4.0%	5.2	-3.7%	-0.9%	-2.8	-1.0%
O=C(COC(=O)[C@@H]1CC(O)CN1S(=O)(=O)c1ccc2c(c1)OCCO2)Nc1cc(F)ccc1F (some centres not stated)	.	6.4%	-1.6%	11.7%	3.0	-4.2%	-11.5%	-2.0	-23.0%
CCN(C(=O)CSc1nc(C)nc2sc(C)c(C)c12)c1ccc(F)cc1	11.4%	-10.4%	0.1%	-10.9%	-2.1	-1.1%	1.0%	-4.0	-15.2%
CCn1c(O)c(C=Nc2ccccc2)sc1=O	16.0%	13.2%[57.1 µM]	-4.1%	0.5%	7.4	3.3%	10.9%	-0.6	-4.7%
COc1ccc(N2CCCCn3c2nc2c3c(=O)n(C)c(=O)n2C)cc1	6.4%	-16.3%	0.0%	1.5%	-9.8	-6.7%	1.2%	-1.3	-1.5%
O=C(Nc1cccc(S(=O)(=O)N2CCCC2)c1)c1ccc2c(c1)OCO2	-0.7%	0.9%	1.8%	3.8%	-0.5	0.9%	11.8%	-1.7	-4.8%
Cn1c(SC2CCCCC2=O)nnc1-c1ccncc1 (configuration not stated)	-1.2%	-4.0%	2.8%	5.0%	2.8	-4.2%	2.6%	8.0	-5.5%
C/C(=N\NC(=O)C1(C)CC1(Br)Br)c1ccc(C)cc1C (configuration not stated)	-0.2%	1.4%	-0.2%	5.8%	0.5	-2.0%	-9.3%	-1.8	-11.2%
Cc1ccc(NS(=O)(=O)c2cc([N+](=O)[O-])ccc2N/N=C/c2sc(N3CCOCC3)nc2-c2ccccc2)c(C)c1	1.1%	-2.8%	?	-3.9%	5.7	-5.9%	-394.7%	-0.4	-20.1%
COc1ccc(Cl)cc1S(=O)(=O)NCCCn1ccnc1	-0.1%	5.8%[57.1 µM]	-0.4%	7.1%	-6.4	-3.7%	-5.1%	-5.4	-0.8%
O=C(Nc1cc2c3c(c1)CC(=O)N3CCC2)c1ccccc1Br	-1.0%	-1.0%	-7.2%	3.2%	-6.8	-2.4%	-8.0%	-5.6	-19.3%
Cc1ccc(-c2csc3ncnc(N4CCN(C)CC4)c23)cc1C	-0.1%	-1.2%	-0.3%	2.3%	2.5	-2.2%	-1.1%	-5.4	0.7%
The results go on.
SMILES	RXFP1 ag	TrxR1 substrate	Vif-A3G inh	IDH1 R132H inh	PI4K2A inh	Glioma ERSR ind	Vif-A3F inh	LDHA inh	USP1-UAF1 inh
Fc1ccc(-c2n[nH]c(=S)n2CC2CCCO2)cc1 (configuration not stated)	1.4%	1.9%	1.2%	5.5%	-15.6	-1.3%	-3.4%	-2.3	-18.6%
CCS(=O)(=O)N1CCN(C(=O)c2cccs2)CC1	0.5%	10.6%	-14.2%	0.2%	-0.8	-5.8%	-2.2%	-7.6	-16.5%
Cc1cc(C)cc(C(=O)NC(CC(N)=O)c2ccc(N3CCN(c4ccccc4)CC3)c([N+](=O)[O-])c2)c1 (configuration not stated)	0.6%	5.6%[57.1 µM]	-6.9%	4.3%	-3.6	-5.1%	-6.2%	-1.8	16.4%
Cc1cc(CCNC=O)c(C)c2c1sc1ccccc12	.	6.2%[57.1 µM]	-17.7%	2.6%	-0.7	8.8%	-18.4%	-1.2	-4.6%
CO/N=C(\C)c1ncc(C(F)(F)F)cc1N1CCOCC1	0.2%	7.1%	0.2%	2.1%	-6.6	-4.4%	.	0.2	-13.0%
COc1ccccc1Nc1nc(N)nc(CSC(=S)N2CCCCC2C)n1 (configuration not stated)	2.9%	-6.5%	-3.8%	-3.8%	1.3	0.2%	-1.7%	-1.3	-18.8%
CCOC(=O)N1CCC(N2C(=O)c3ccccc3C2Nc2cc(OC)c(OC)c(OC)c2)CC1 (configuration not stated)	-0.1%	2.9%	-7.4%	7.8%	-7.6	0.9%	-9.6%	10.1	-15.7%
O=c1oc2ccccc2cc1-c1cn2cc(Cc3ccc(F)cc3)sc2n1	0.6%	2.8%	-20.1%	17.4%	-2.9	3.7%	-4.2%	-0.7	-26.4%
Cc1ccc(S(=O)(=O)NCC2CCC(C(=O)O)CC2)cc1 (configuration not stated)	0.1%	-0.8%	2.5%	0.0%	1.5	-0.7%	-0.1%	-0.9	-14.3%
CCc1ccc(NC(=O)CCCN2C(=S)NC(C)(C)CC2C)cc1 (configuration not stated)	-2.0%	3.5%[57.1 µM]	2.3%	-4.3%	5.9	1.7%	?	-4.8	-4.1%
COc1ccc(S(=O)(=O)N(CC(=O)NCCSc2ccccn2)c2ccccc2)cc1	6.6%	-0.8%	0.2%	2.5%	5.1	-5.0%	16.4%	-2.4	-1.4%
COC(=O)c1ccc(Oc2nc(Nc3ccc(C)c(C)c3)nc(N(C)C)n2)cc1	0.5%	-6.2%	-5.8%	5.5%	-2.3	-2.9%	-9.2%	0.5	-10.8%
Cc1ncc([N+](=O)[O-])n1CCOC(=O)Nc1ccc(Cl)c(Cl)c1	-1.4%	1.6%	0.6%	5.0%	-2.3	-2.6%	-5.9%	-4.5	-16.8%
COc1ccc(N2CCN(CCCNC(=O)C3CCN(S(=O)(=O)N4CCOCC4)CC3)CC2)cc1	-0.2%	-6.0%	-0.6%	1.2%	-0.9	-1.6%	5.6%	-5.0	-10.0%
Cc1ccc(C(=O)N/C(=C/c2ccco2)C(=O)O)cc1	0.1%	-7.3%	1.3%	1.8%	1.3	-1.6%	-4.1%	-0.5	-4.0%
COCCn1c(C)cc(C(=O)CN2c3cccc4cccc(c34)S2(=O)=O)c1C	.	26.1%	-1.3%	7.3%	-19.4	-1.3%	6.3%	0.0	-3.8%
